Screens (PubChem)
PPARg SRC-2 ag: PPARgamma-driven SRC-2 recruitment agonism. AID 1032. PPARgamma LBD-SRC-2 recruitment, biochemical. 200,000 tested, 0.34% active. activation, % at 8 µM; in the data active = activation above about 22%;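 note: 0% = vehicle and 100% = reference agonist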
Target sequence (P37231 whole entry, looked up, the tested form may be a part): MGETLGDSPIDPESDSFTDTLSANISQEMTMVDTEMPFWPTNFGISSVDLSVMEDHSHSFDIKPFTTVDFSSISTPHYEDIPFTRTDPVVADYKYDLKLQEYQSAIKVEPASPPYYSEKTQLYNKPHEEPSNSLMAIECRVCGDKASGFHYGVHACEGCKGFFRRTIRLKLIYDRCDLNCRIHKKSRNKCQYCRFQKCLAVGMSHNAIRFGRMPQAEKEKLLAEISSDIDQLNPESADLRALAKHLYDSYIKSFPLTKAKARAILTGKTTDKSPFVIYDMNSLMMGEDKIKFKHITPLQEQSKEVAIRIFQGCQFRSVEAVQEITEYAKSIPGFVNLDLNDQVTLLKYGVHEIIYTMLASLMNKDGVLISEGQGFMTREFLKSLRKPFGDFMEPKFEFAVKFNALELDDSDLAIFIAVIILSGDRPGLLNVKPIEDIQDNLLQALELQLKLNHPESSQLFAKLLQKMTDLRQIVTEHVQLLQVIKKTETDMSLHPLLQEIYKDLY
bIAP activator: increases bovine intestinal alkaline phosphatase activity; purified bovine IAP, CDP-star luminescence, 30 min; active compounds read high; fold of DMSO-control signal, blank-subtracted; activation factor at 20 µM; 200,000 tested, 0.17% active; AID 1016;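 active = activation factor of 2 or more at 20 µM, a signal rise over negative controls twice the positive control's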
PPARg SRC-1 ag: PPARgamma-driven SRC-1 recruitment agonism; PPARgamma-SRC-1 coactivator recruitment biochemical assay; P37231; activation, % at 8 µM; 200,000 tested, 0.41% active; in the data active = activation above about 19%;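 note: 0% = DMSO and 100% = reference agonist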
Efa HMGR inh: E. faecalis class II HMG-CoA reductase inhibition; inhibition, % at 10 µM; AID 1066; 190,000 tested, 0.41% active; purified E. faecalis HMGR, NADPH absorbance 340 nm kinetic;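 active = inhibition above a set limit, the median over all tested compounds plus 3 SD, cut at about 9.5% in these data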;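 note: enzyme runs in reverse so mevalonate oxidation gives rising NADPH absorbance; 0% = complete reaction with DMSO and 100% = background rate lacking mevalonate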
TNAP inh noacc: TNAP (human) inhibition, acceptor-free conditions; AID 1012; purified TNAP, CDP-star luminescence, 30 min; inhibition, % at 20 µM; 200,000 tested, 0.26% active; P05186;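 active = tissue-nonspecific alkaline phosphatase inhibition above about 50% at 20 µM in the single-dose screen, limit read from the data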;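 note: 0% = DMSO negative control and 100% = EDTA positive control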
Target sequence (P05186 whole entry, looked up): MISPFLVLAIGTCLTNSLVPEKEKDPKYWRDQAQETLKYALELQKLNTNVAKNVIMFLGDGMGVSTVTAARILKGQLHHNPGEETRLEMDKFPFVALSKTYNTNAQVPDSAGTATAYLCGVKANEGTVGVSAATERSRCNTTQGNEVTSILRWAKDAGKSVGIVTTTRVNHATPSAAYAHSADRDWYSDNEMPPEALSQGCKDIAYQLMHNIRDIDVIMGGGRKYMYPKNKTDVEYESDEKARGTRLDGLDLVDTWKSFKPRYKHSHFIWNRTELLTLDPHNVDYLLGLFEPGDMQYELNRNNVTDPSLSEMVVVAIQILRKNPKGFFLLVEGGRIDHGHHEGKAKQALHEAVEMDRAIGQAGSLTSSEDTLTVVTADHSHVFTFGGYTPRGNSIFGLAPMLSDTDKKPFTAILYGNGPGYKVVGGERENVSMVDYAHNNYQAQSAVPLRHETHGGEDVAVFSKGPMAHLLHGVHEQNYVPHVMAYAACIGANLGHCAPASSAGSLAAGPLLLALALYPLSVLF
TNAP act hiacc: activators of human TNAP at high phosphate acceptor concentration; 200,000 tested, under 10 active; activation factor at 20 µM; purified TNAP, CDP-star luminescence, 1 M DEA, 30 min; active compounds read high; 0 = EDTA background, 1 = DMSO-only activity;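 active = activation factor at least 2 at 20 µM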
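Control set: EDTA negative control, DMSO positive control / Assay system: human TNAP / Quantity: TNAP 1/800 final / Evaluation: TNAP activation factor scaled between EDTA and DMSO control wells / Measured by: luminescent substrate turnover signal / Compound dosing: one dose, 20 µM / Times: 30 min enzyme reaction at room temperature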
TNAP inh hi DEA: blocks human TNAP under high phosphate acceptor concentration. P05186. purified TNAP, CDP-star luminescence, 1 M DEA. inhibition, % at 20 µM. 200,000 tested, 0.03% active. AID 1135;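 active = over 50% inhibition of tissue-nonspecific alkaline phosphatase at 20 µM in the single-dose screen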;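 note: plate controls were DMSO wells for no effect and EDTA-quenched wells as full inhibition for full effect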
TR-FRET SRC-2 ct: flags TR-FRET format artefacts in PPARgamma SRC-2 recruitment agonist screen | TR-FRET artefact counter-screen; active compounds read high | TR-FRET ratio at 8 µM | 200,000 tested, 0.4% active; in the data active = TR-FRET ratio above about 2000; note: inactives centre near 1500
PPARg SRC3 recr: promotes SRC-3 coactivator recruitment by human PPARgamma; P37231; AID 731; biochemical PPARgamma/SRC-3 coactivator recruitment assay; activation, % at 8 µM; 200,000 tested, 0.26% active; in the data active = activation above about 23%;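 note: 0% = DMSO and 100% = reference agonist; some compounds past the cut are filed as inactive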
bIAP inhibitor: blocks bovine intestinal alkaline phosphatase activity | purified bovine IAP, CDP-star luminescence, 30 min | AID 1019 | inhibition, % at 20 µM | 190,000 tested, under 10 active;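 active = over 50% inhibition of intestinal alkaline phosphatase at 20 µM in the single-dose screen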
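test system = bovine IAP enzyme | medium = DEA buffer 100 mM, pH 9.8, with MgCl2 1.0 mM, ZnCl2 0.02 mM | detection = luminescence | dosing = single compound dose of 20 µM, 2% DMSO final | incubation = 30 min reaction at room temperature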
Active calls of the source: *.

SMILES | PPARg SRC-2 ag | bIAP activator | PPARg SRC-1 ag | Efa HMGR inh | TNAP inh noacc | TNAP act hiacc | TNAP inh hi DEA | TR-FRET SRC-2 ct | PPARg SRC3 recr | bIAP inhibitor
CN(c1ccccc1)S(=O)(=O)c1cccc(C(=O)Nc2ccc3c(c2)CCC3)c1 | 2 | 0.8 | -3 | -3 | -22 | 1 | -3 | 1800 | 3 | 24
CCCCn1c(=O)c(-c2ccccc2)c(O)c2ccccc21 | 4 | 1 | 10 | 2 | -12 | 1.1 | -5 | 1623 | -5 | -2
C=CCOc1nc2c(c(=O)n(C)c(=O)n2C)n1C | 3 | 1 | 6 | -3 | -9 | 1 | -2 | 1588 | 1 | 3
c1ccc(COc2ccc(Oc3nc(N4CCCCC4)nc(N4CCOCC4)n3)nn2)cc1 | 6 | 0.9 | 7 | -1 | -2 | 1 | 0 | 1379 | -10 | 6
CCOc1cc(C)nc(NCCc2ccc(OC)c(OC)c2)n1 | 2 | 0.9 | 1 | 1 | -14 | 1.1 | -7 | 1338 | -4 | 8
CC(C)NC(=O)c1cc2cc([N+](=O)[O-])ccc2s1 | 9 | 0.9 | 4 | -4 | -3 | 1.1 | -5 | 1591 | 6 | 10
O=C(COC(=O)c1ccc(NS(=O)(=O)c2ccc3c(c2)OCCO3)cc1)NC1CCS(=O)(=O)C1 (stereo not drawn) | 6 | 1 | -2 | -4 | 1 | 1 | -2 | 1550 | 9 | 2
COC(=O)CN(c1cccc(OC)c1)S(C)(=O)=O | 3 | 0.9 | -8 | -8 | -7 | 1.1 | -5 | 1495 | 2 | 8
COCCNC(=O)c1ccc(-n2c(SCc3cccnc3)nc3ccccc3c2=O)cc1 | 8 | 1 | 3 | 2 | -7 | 1 | 1 | 1644 | 5 | -3
CCOC(=O)C1CCCN(CC(=O)NC2=Nc3ccccc3N=C(C)C2c2ccccc2)C1 (stereo not drawn) | 4 | 1 | 6 | -1 | -2 | 1 | -3 | 1690 | -10 | -2
Nc1[nH]n2c(=O)c3c(nc2c1N=Nc1ccccc1)CCCC3 | 8 | 0.9 | 9 | -4 | -94 | 0.8 | 20 | 1563 | -1 | 9
Cn1cccc1C(=O)NC(=O)COC(=O)c1ccc(O)cc1 | 0 | 1.1 | 2 | -5 | -8 | 1.1 | -7 | 1453 | -4 | -8
CCN(CCNC(=O)C1CCC(=O)N1Cc1ccc(C)cc1)c1ccccc1 (stereo not drawn) | -6 | 1.3 | 1 | 3 | -17 | 1 | -4 | 1561 | -1 | -32
CCOc1ccc(N2CC(C(=O)N3CCc4ccccc4C3)CC2=O)cc1 (stereo not drawn) | 11 | 0.9 | -2 | 3 | -10 | 1.1 | -8 | 1711 | 5 | 13
COCCN(C(=O)Cn1nnc2ccccc21)C(C(=O)NC1CCCCC1)c1ccc(OC)cc1OC (stereo not drawn) | 4 | 0.8 | -4 | -1 | -15 | 1 | -1 | 1461 | -12 | 17
CCOC(=O)CC1=CSC2=NS(=O)(=O)CCN12 | -3 | 0.9 | 0 | -2 | -14 | 1.1 | -8 | 1530 | 6 | 5
Cc1nnc(SCCc2ccccc2)[nH]c1=O | 3 | 0.9 | 5 | -4 | -8 | 1 | -4 | 1597 | 8 | 6
COc1ccc(-n2nc(C(=O)c3cccs3)cc(-c3nc4ccccc4[nH]3)c2=N)cc1 | 1 | 0.9 | -6 | -6 | 2 | 0.9 | 8 | 1466 | 4 | 12
CCn1ncc(Br)c1C(=O)Nc1cc(C)cc(C)c1 | 0 | 1.1 | 4 | 0 | -8 | 1 | -2 | 1418 | 2 | -10
COc1ccc(CNC(=O)CN(Cc2ccccc2)S(=O)(=O)c2ccc(Cl)cc2)cc1 | -6 | 0.7 | -1 | 2 | -2 | 1 | -2 | 1498 | 6 | 30
O=C(NCC(c1cccnc1)N1CCN(c2ccc(F)cc2)CC1)OCc1ccccc1 (stereo not drawn) | -7 | 1.1 | -8 | -9 | -10 | 1 | -2 | 1468 | 0 | -6
CCOc1ccc(NC(=O)/C(C#N)=C/c2ccc(N3CCCC3)c(C)c2)cc1 | 2 | 0.8 | 4 | 4 | 10 | 0.8 | 16 | 1669 | -1 | 24
Cc1ccccc1NC(=O)CN1C(=O)N/C(=C\c2ccc(N3CCOCC3)c(F)c2)C1=O | 4 | 1 | -3 | 0 | 4 | 1 | -3 | 1669 | 2 | 0
CCCCN(CCCC)NC(=O)c1ccccc1 | 3 | 1 | -2 | 1 | -9 | 1 | 2 | 1534 | 0 | 4
CCOc1ccc(NC(=O)CCC(=O)N/N=C/c2ccc3c(c2)OCO3)cc1 | -1 | 0.8 | -5 | -3 | -10 | 1.1 | -5 | 1356 | 0 | 21

A draw from above in order of heavy-atom count, ascending:
SMILES | PPARg SRC-2 ag | bIAP activator | PPARg SRC-1 ag | Efa HMGR inh | TNAP inh noacc | TNAP act hiacc | TNAP inh hi DEA | TR-FRET SRC-2 ct | PPARg SRC3 recr | bIAP inhibitor
COC(=O)CN(c1cccc(OC)c1)S(C)(=O)=O | 3 | 0.9 | -8 | -8 | -7 | 1.1 | -5 | 1495 | 2 | 8
Cn1cccc1C(=O)NC(=O)COC(=O)c1ccc(O)cc1 | 0 | 1.1 | 2 | -5 | -8 | 1.1 | -7 | 1453 | -4 | -8
Nc1[nH]n2c(=O)c3c(nc2c1N=Nc1ccccc1)CCCC3 | 8 | 0.9 | 9 | -4 | -94 | 0.8 | 20 | 1563 | -1 | 9
CCN(CCNC(=O)C1CCC(=O)N1Cc1ccc(C)cc1)c1ccccc1 (stereo not drawn) | -6 | 1.3 | 1 | 3 | -17 | 1 | -4 | 1561 | -1 | -32
CN(c1ccccc1)S(=O)(=O)c1cccc(C(=O)Nc2ccc3c(c2)CCC3)c1 | 2 | 0.8 | -3 | -3 | -22 | 1 | -3 | 1800 | 3 | 24
COc1ccc(-n2nc(C(=O)c3cccs3)cc(-c3nc4ccccc4[nH]3)c2=N)cc1 | 1 | 0.9 | -6 | -6 | 2 | 0.9 | 8 | 1466 | 4 | 12
COCCNC(=O)c1ccc(-n2c(SCc3cccnc3)nc3ccccc3c2=O)cc1 | 8 | 1 | 3 | 2 | -7 | 1 | 1 | 1644 | 5 | -3
c1ccc(COc2ccc(Oc3nc(N4CCCCC4)nc(N4CCOCC4)n3)nn2)cc1 | 6 | 0.9 | 7 | -1 | -2 | 1 | 0 | 1379 | -10 | 6
COCCN(C(=O)Cn1nnc2ccccc21)C(C(=O)NC1CCCCC1)c1ccc(OC)cc1OC (stereo not drawn) | 4 | 0.8 | -4 | -1 | -15 | 1 | -1 | 1461 | -12 | 17

More results follow.
SMILES | PPARg SRC-2 ag | bIAP activator | PPARg SRC-1 ag | Efa HMGR inh | TNAP inh noacc | TNAP act hiacc | TNAP inh hi DEA | TR-FRET SRC-2 ct | PPARg SRC3 recr | bIAP inhibitor
CN(C)c1ccc(P(=O)(Nc2ccc([N+](=O)[O-])cc2)N2CCOCC2)c(NC(=O)c2cccs2)c1 (stereo not drawn) | 0 | 0.9 | 8 | -8 | 2 | 1 | -1 | 1531 | -6 | 6
O=C(COC(=O)c1ccc([N+](=O)[O-])s1)Nc1ccccc1 | 1 | 1 | 10 | 0 | 0 | 1 | -4 | 1611 | 3 | -1
COc1cc(C)c(Cl)c(C)c1S(=O)(=O)NCc1ccc2c(c1)OCO2 | 0 | 0.9 | -8 | -5 | -11 | 1 | -3 | 1349 | -2 | 14
CCOC(=O)c1sc(NC(=O)C2C3C=CC(C3)C2C(=O)O)nc1C (stereo not drawn) | 2 | 0.9 | 0 | 1 | -3 | 1 | 0 | 1569 | 0 | 6
Cc1cc(NC(=O)CSc2nc3ccccc3n2CC(C)C)no1 | 1 | 0.9 | -3 | -2 | -12 | 1 | -4 | 1289 | -3 | 6
CCNC(=O)NC(=O)C(C)Oc1ccc(C(=O)OC)cc1 (stereo not drawn) | 8 | 1 | -1 | 1 | -8 | 1 | -2 | 1688 | 10 | 1
CCC(=O)Nc1cccc(NC(=O)CSc2nnnn2C2CCCC2)c1 | -4 | 1 | 0 | 0 | -9 | 1.1 | -9 | 1611 | 8 | 4
COc1ccc(NC(=O)c2ccccc2)cc1NS(=O)(=O)c1ccc(F)cc1 | -1 | 1.1 | 0 | -2 | -1 | 1 | 0 | 1250 | 3 | -10
CC(C)c1nnc(NC(=O)CSc2nnc(-c3ccco3)o2)s1 | -2 | 1 | 9 | -3 | 0 | 1 | -1 | 1781 | 0 | 4
C/C(=C\c1ccco1)C1C(C#N)=C(N)Oc2n[nH]c(-c3ccc(C)cc3)c21 (stereo not drawn) | -2 | 0.9 | -1 | 5 | -6 | 1 | -4 | 1413 | -9 | 11
O=C(NCC1CCCO1)C1CCCN(c2ncccn2)C1 (stereo not drawn) | 4 | 0.8 | 4 | -6 | -13 | 1 | -2 | 1517 | 0 | 20
COC(=O)C1=NN(C(=O)c2ccc(C)cc2)C(O)(c2ccc(Cl)cc2)C1 (stereo not drawn) | 4 | 0.8 | -8 | 0 | 24 | 0.9 | 6 | 1448 | -2 | 17
COc1ccc(-c2nnn(CC(=O)N(CCN3CCOCC3)C(C(=O)NC3CCCC3)c3ccco3)n2)cc1 (stereo not drawn) | 6 | 1.2 | 0 | 3 | -19 | 1 | -3 | 1681 | 3 | -16
CSc1nc(C)c2cc(C)oc2n1 | -1 | 1 | 9 | 2 | -7 | 1.1 | -8 | 1561 | 0 | 1
COC(=O)c1ccc(NC(=O)Nc2ccc(F)c(Cl)c2)cc1 | 3 | 1 | 4 | -7 | -1 | 1 | 0 | 1661 | 1 | -1
Cc1ccccc1NC(=O)C1CCCN1C(=O)NC1CCCCC1 (stereo not drawn) | 1 | 1.1 | -2 | 0 | -13 | 1.1 | -5 | 1423 | 14 | -6
Cc1cc(=O)[nH]c2c1c(C)nn2-c1ccccc1 | 3 | 1 | 0 | 2 | -2 | 1.1 | -6 | 1539 | 2 | 4
O=C(/C=C/c1ccccc1[N+](=O)[O-])NCC1CCCO1 (stereo not drawn) | 1 | 1 | 1 | -8 | -6 | 1 | 2 | 1620 | -2 | 1
COc1ccc(-c2nc(C(=O)O)cs2)cc1OC | -1 | 1.2 | -3 | -1 | -11 | 1.1 | -6 | 1440 | -3 | -24
COc1ccc(-c2cc(C(=O)O)c(C)o2)cc1OC | -5 | 0.9 | -4 | 1 | -4 | 1 | 4 | 1598 | -3 | 14
COc1ccccc1S(=O)(=O)Cc1ccc(C(=O)NCCN2CCCCCC2)o1 | -6 | 1 | 0 | 10* | -15 | 1.1 | -6 | 1500 | 1 | 3
CCCCCCn1c(SCC(C)C)nc2c1c(=O)[nH]c(=O)n2C | -1 | 1 | 0 | -6 | -4 | 1.1 | -10 | 1402 | 3 | 3
COc1cc(OC)cc(-n2nc(C(=O)N3CC(C)CC(C)C3)c3ccccc3c2=O)c1 (stereo not drawn) | -3 | 0.8 | -4 | 5 | -10 | 1 | -5 | 1435 | -7 | 21
CCCCOc1ccc(-c2ncc(Cl)cn2)cc1 | -1 | 1 | 3 | -6 | -9 | 1 | -1 | 1307 | -5 | 3
